# High-throughput results (PubChem)
# TrxR1 substrate = rat thioredoxin reductase 1 substrate activity. O89049. purified TrxR1 substrate turnover, NADPH consumption readout. Potency, µM (titrated, usually from 114 µM), for the others: at the highest dose activity change, negative = substrate turnover. 390,000 compounds, 0.01% hits. AID 588456; further: potency means the concentration at half of the fitted maximal effect; on the % scale 0 is the no-effect control and ±100 the full control effect; nearly all actives have a fitted effect of over 50% in size
# Target sequence (O89049 whole entry, looked up): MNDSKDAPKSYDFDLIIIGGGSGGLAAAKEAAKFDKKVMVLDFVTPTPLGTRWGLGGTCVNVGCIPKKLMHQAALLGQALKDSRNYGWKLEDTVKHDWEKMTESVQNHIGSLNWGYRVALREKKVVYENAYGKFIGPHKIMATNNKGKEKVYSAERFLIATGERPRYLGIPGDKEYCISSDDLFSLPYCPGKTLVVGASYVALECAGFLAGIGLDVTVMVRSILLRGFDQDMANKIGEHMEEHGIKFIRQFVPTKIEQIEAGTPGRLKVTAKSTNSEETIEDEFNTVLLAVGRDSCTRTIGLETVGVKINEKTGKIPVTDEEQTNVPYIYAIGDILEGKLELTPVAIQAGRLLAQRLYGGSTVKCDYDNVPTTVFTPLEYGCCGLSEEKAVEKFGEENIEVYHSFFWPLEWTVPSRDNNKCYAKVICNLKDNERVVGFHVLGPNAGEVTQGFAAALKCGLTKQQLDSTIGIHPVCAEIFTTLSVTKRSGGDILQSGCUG
#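 Rat TrxR1, dispensed at 90 nM, was prereduced with 400 uM NADPH (final) for 5 min at ~22 deg C, then incubated with compound 15 min before 400 uM selenite. A first-read NADPH fluorescence drop versus no-compound background flagged substrates.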
# RXFP1 ag = activates the human relaxin receptor RXFP1; Q9HBX9; HEK293T-RXFP1 cAMP TR-FRET, 30 min; response scale: percent of porcine relaxin response, buffer zero; Potency, µM (doses to about 57.5 µM), for the others: at the top dose activation, actives largely listed as activators; 370,000 compounds, 0.3% hits; AID 2676; further: potency means the concentration at half of the fitted maximal effect; on the % scale 0 is the no-effect control and ±100 the full control effect; nearly all actives have a fitted effect of over 60% in size; many of its hits are not listed in these tables
#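 HEK293 cells stably expressing RXFP1, treated 30 min at 37C with compounds plus PDE4 inhibitor Ro 20174; cAMP measured by HTRF TR-FRET. Normalized to buffer and 29 nM porcine relaxin; EC50 by Hill fit.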
# GRP78 ERSR act = ER stress response induction in glioma. U87-MG GRP78 promoter luciferase reporter, 16 h. 420,000 compounds, 0.02% hits. Potency, µM, for inactives: at the highest dose activation, hits mostly activators; further: potency means the concentration at half of the fitted maximal effect; series mostly up to about 76 µM; % of control where 0% means no effect; nearly all actives have a fitted effect of over 35% in size
#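 ERSR induction read as luciferase luminescence (Bright-Glo, 10 min at room temperature) in stably transfected human U87-MG glioma cells exposed to compounds for 16 h, using GRP78 as sensor.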
# USP1 inh = blocks the human USP1/UAF1 deubiquitinase complex; O94782; recombinant USP1/UAF1, Ub-Rhodamine cleavage fluorescence; Potency, µM (series often up to 57.1 µM), inactives show at the top dose activity change, negative = inhibition, usual class: inhibitors; 390,000 compounds, 0.23% hits; AID 743255; further: potency means the concentration at half of the fitted maximal effect; on the % scale 0 is the no-effect control and ±100 the full control effect; nearly all actives have a fitted effect of over 60% in size; inactives centre near -12
#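 1 nM enzyme complex + cpd, 15 min RT; start with Ub-Rho 150nM final; kinetic fluorescence ex 480/em 540, 6 reads q60 s. Buffer 50mM HEPES pH 7.8, 0.5mM EDTA, 0.1 mg/ml BSA, 1mM TCEP, 0.01% Tween-20.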
# Vif-APOBEC3F blk = Vif-A3F binding inhibition; HeLa A3F-eYFP + Vif (tagged APOBEC3F with the HIV-1 protein that degrades it), YFP fluorescence increase; Potency, µM (titrated, usually from 46.1 µM), for the others: at the highest dose activity, negative = active; 390,000 compounds, 0.2% hits; AID 602313; further: potency means the concentration at half of the fitted maximal effect; % of control where 0% means no effect; nearly all actives have a fitted effect of over 65% in size
#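 HeLa cells stably expressing A3F-eYFP plus Vif, plated and incubated overnight at 37 deg C, then exposed to compounds overnight at 37 deg C. Blocked degradation read as raised yellow fluorescence (Ex 488/Em 500-530).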
# PI4K2A inh = inhibitors of human PI4K2A. Q9BTU6. purified PI4K2A, ADP-Glo luminescence, 1 h; stronger effect = lower value. activity change, negative = inhibition, % at 76.9 µM. 420,000 compounds, 0.13% hits. AID 1346378; in the data active means activity change below about -50%; inconclusive means mostly about -30% to -49%;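 further: -100% = wells without enzyme as full effect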
#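 In this quantitative HTS, ADP production by PI4K2A was quantified luminescently after 1 h at ambient temperature; 100 microM adenosine served as plate-quality control.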
# LDHA inh = inhibitors of human lactate dehydrogenase A; P00338; purified LDHA, NADH/diaphorase-resazurin fluorescence; stronger effect = lower value; activity change, % (values are at about 110 or 230 µM); 480,000 compounds, 0.15% hits; in the data active means activity change below about -30%; inconclusive means mostly about -25% to -30%;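 further: plate controls were DMSO wells for no effect and wells without enzyme for full effect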
#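 Enzyme activity of human lactate dehydrogenase 5 (2 nM; 0.06 mM NADH, 0.2 mM pyruvate, 5 min, RT) is measured via a resazurin/diaphorase fluorescence readout of residual NADH.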
# mIDH1 inhibitor = inhibitors of human mutant IDH1 R132H; O75874; IDH1-R132H enzyme, NADPH consumption, diaphorase/resazurin fluorescence; Potency, µM (series often up to 76.6 µM), for the others: at the highest dose activity change, negative = inhibition, hits mostly inhibitors; 390,000 compounds, 0.093% hits; further: potency means the concentration at half of the fitted maximal effect; on the % scale 0 is the no-effect control and ±100 the full control effect; nearly all actives have a fitted effect of over 65% in size
# Target sequence (O75874 whole entry R132H, stated change not applied): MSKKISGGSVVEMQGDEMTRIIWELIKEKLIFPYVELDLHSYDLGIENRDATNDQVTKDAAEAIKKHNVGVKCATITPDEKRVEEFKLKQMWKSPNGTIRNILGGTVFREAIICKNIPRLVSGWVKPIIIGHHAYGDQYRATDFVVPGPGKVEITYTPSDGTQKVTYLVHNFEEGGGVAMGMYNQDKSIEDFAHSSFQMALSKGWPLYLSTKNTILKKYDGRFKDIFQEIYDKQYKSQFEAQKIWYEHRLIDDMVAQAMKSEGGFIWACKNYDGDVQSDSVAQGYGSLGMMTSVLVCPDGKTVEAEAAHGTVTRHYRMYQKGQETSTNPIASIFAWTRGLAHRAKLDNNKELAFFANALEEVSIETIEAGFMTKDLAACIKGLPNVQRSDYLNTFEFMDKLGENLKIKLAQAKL
#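 IDH1-R132H (0.5 ug/mL dispensed) in pH 7.5 Tris buffer was preincubated 30 min with compound, then given a substrate mix of 0.016 mM NADPH and 2 mM alpha-KG for 80 min at room temperature; remaining NADPH was read by diaphorase/resazurin fluorescence.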
# Vif-APOBEC3G blk = inhibitors of Vif-APOBEC3G interaction; AID 602310; Q9HC16; HeLa A3G-eYFP + Vif (tagged APOBEC3G with the HIV-1 protein that degrades it), YFP fluorescence, overnight; Potency, µM (series often up to 46.1 µM), without a hit: at the top dose activity, negative = active, hits mostly inhibitors; 410,000 compounds, 0.076% hits;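 further: potency means the concentration at half of the fitted maximal effect; on the % scale 0 is the no-effect control and ±100 the full control effect; nearly all actives have a fitted effect of over 60% in size; hits raise eYFP signal because A3G escapes Vif-driven loss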
#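 Read-out is eYFP fluorescence (Ex 488/Em 500-530) from Vif-expressing HeLa A3G-eYFP cells; more signal means A3G escaped Vif-mediated degradation. Cells plated overnight, compound pinned in, incubated overnight at 37 deg C.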
# Active calls of the source: *; ? = inconclusive; . = no result given; & = joins results of further samples; [ ] = another dose, or the depositor's remark. Unless noted, the call rests on the fitted dose curve; in most records, active means well fitted curve in the direction sought with a large enough effect; inconclusive means small, poorly fitted or top-dose-only effect, or another doubt; inactive means no such curve, though single readings can be large; an effect the other way counts as inactive or inconclusive. An excerpt; rates above refer to the full screens.
# Sample of the layout (2 entries):
SMILES,TrxR1 substrate,RXFP1 ag,GRP78 ERSR act,USP1 inh,Vif-APOBEC3F blk,PI4K2A inh,LDHA inh,mIDH1 inhibitor,Vif-APOBEC3G blk
CCCCC(CC)COCCCN=Cc1c(O)[nH]c(=S)[nH]c1=O (configuration not stated),0%,-1.0%,-2%,-22%,6%,2,1,3%,-10%
Cn1c(=O)cc(OCCCC(=O)N2CCC3(CC2)OCCO3)c2ccccc21,-5%,7.4%,-1%,-8%,-2%,7,-2,10%,2%

# The whole of this part, repeating the preview:
SMILES,TrxR1 substrate,RXFP1 ag,GRP78 ERSR act,USP1 inh,Vif-APOBEC3F blk,PI4K2A inh,LDHA inh,mIDH1 inhibitor,Vif-APOBEC3G blk
CCCCC(CC)COCCCN=Cc1c(O)[nH]c(=S)[nH]c1=O (configuration not stated),0%,-1.0%,-2%,-22%,6%,2,1,3%,-10%
Cn1c(=O)cc(OCCCC(=O)N2CCC3(CC2)OCCO3)c2ccccc21,-5%,7.4%,-1%,-8%,-2%,7,-2,10%,2%
Cc1c(OCC(=O)N2CCC[C@@H]2C(=O)O)ccc2c3c(c(=O)oc12)CCC3,81%[activator],6.6%,-3%,6%,5%,1,-6,-3%,0%
CCCC1(CCC)C(=O)NC(=NCc2ccccc2)NC1=O,-2%[57.1 µM],2.4%,-8%,1%,-6%,-2,-3,3%,?
CCn1c(P(C)(=O)O)nc2ccccc21,-13%,0.5%,-5%,-8%,0%,5,-2,3%,0%
COc1ccc(NC(=O)CN2C(=O)CN=C(c3ccccc3)c3ccccc32)c(OC)c1,-4%[57.1 µM],-0.1%,-4%,-16%,5%,3,-9,-2%,1%
Cc1nc2ccccc2c(=O)n1-c1ccc(-c2ccccc2)cc1,6%,0.7%,-4%,-15%,-11%,2,-1,14%,2%
CN(C)CC#CCC(O)(c1ccccc1)C1CCCC1 (configuration not stated),-4%[57.1 µM],1.8%,-5%,2%,3%,7,0&-4,11%,1%
CCCSc1nc2ccccc2c(=O)n1-c1ccccc1OC,-4%,-3.2%,-3%,-10%,3%,5,-6,-7%,4%
N#Cc1ccccc1Cn1cc(C(=O)c2ccccc2F)c2ccccc21,-19%,0.4%,-1%,-7%,-12%,4,0,4%,1%
CN(C(=O)Oc1cccc2cccnc12)c1ccccc1,6%[57.1 µM],0.3%,-2%,-11%,6%,-2,4,4%,0%
COC(=O)C1=C(c2ccc(F)cc2OCc2ccccc2)C[C@@H]2CC[C@H]1N2C(=O)NCc1cccc(OC)c1,-5%,0.8%,-2%,-24%,6%,2,-14,0%,0%
O=C(Cc1ccc(Br)cc1)N1CCN(Cc2ccccc2)CC1,-1%,0.6%,-4%,-6%,4%,-2,-4,6%,0%
CNC(=O)NC(O)C(Cl)(Cl)Cl (configuration not stated),-3%,0.1%,-3%&-3%,-14%,1%,-1&-4,-2,3%,3%
NC1(C(=O)O)CCCc2ccc(N(CCCl)CCCl)cc21 (configuration not stated),11%[57.1 µM],.,-3%,-22%,4%,-3,-2,-12%,1%
O=C(Nc1ccc(F)cc1F)c1cccn(Cc2ccccc2)c1=O,1%,-0.8%,1%,-3%,-9%,2,-5,-6%,2%
CCc1ccc(-n2c(O)c(/C=N/NC(=O)c3ccncc3)c(=O)[nH]c2=O)cc1,-13%,-1.3%,-5%,-6%,0%,1,5,6%,-1%
CCC(CC)N1CCN(C(=O)Cc2ccccc2)CC1,-4%,0.8%,-2%,-5%,2%,-1,-11,4%,1%
CCC(C)C1NC(=O)C2CCCN2C(=O)C(CC(C)C)OC(=O)CCNC(=O)C(C)N(C)C(=O)C(C(C)C)N(C)C1=O (configuration not stated),5%[11.4 µM],.,-2%,-3%,8%,-3,-1,-1%,1%
Cc1ccc2c(C)cccc2c1,5%,.,0%,-2%,-3%,6,-11,10%,-1%
C=C(Cl)CSC(=S)N(CC)CC,3%,-0.9%,1%,-14%,-1%,-1,-4,12%,1%
CCOC(=O)C1(c2ccccc2)CCN(CCc2ccc(NC(=O)CCC(=O)O)cc2)CC1,-9%,.,-4%,?,8%,5,-3,-5%,4%
CN1C2CCC1C(C(=O)O)C(O)C2 (configuration not stated),-2%,.,-5%,-2%,6%,-5,14,-9%,1%
Cc1ccccc1-n1nc(C)c2c1NC(=O)CSC2c1ccc(Cl)cc1 (configuration not stated),5%,-2.5%,.,12%,.,-3,-1,.,.
COc1ccn(C)c(=O)c1C#N,7%,-1.4%,-3%&-3%&-4%,-20%,1%,-4,-3,2%,3%
COc1ccc(CC2C(=O)N(c3ccccc3)C(=O)N(c3ccccc3)C2=O)c(OC)c1,12%,0.9%,4%,-7%,0%,2,26,2%,-1%
CC(NCc1ccc(Cl)cc1Cl)C(O)c1ccccc1 (configuration not stated),9%,1.1%,4%,-3%,-1%,5,-3,6%,2%
Nc1ccccc1C(=O)OCCOc1ccccc1,45%[activator][57.1 µM],1.6%,-4%,-17%,1%,7,-4,1%,-2%
Cc1cccc(N2CCN(CCc3ccccc3)CC2)c1C,-3%,-4.0%,-4%,-4%,-3%,3,-3,5%,0%
CN1CCC(N(C)c2nc(-c3ccccc3)nc3ccccc23)CC1,6%,3.4%,0%,?,-6%,0,-3,5%,0%
O=C(N/N=C\C1C(=O)NC(=S)N(c2ccccc2)C1=O)c1ccc(O)cc1 (configuration not stated),-14%,-0.9%,-2%,-14%,0%,-3,2,2%,-1%
COc1cc(C2SCC(=O)Nc3c2c(C)nn3-c2ccccc2)cc(OC)c1OC (configuration not stated),0%,0.9%,-5%,-17%,-10%,7,-5,0%,2%
NP(=O)(OCC(F)(F)F)Oc1ccccc1 (configuration not stated),9%,.,-2%,-6%,2%,4,-4,4%,2%
O=C(NC(=C(Cl)Cl)P(=O)(c1ccccc1)c1ccccc1)c1ccccc1,3%,4.9%,-2%,-9%,-18%,3,-10,0%,-6%
O=C1NC(=O)C(Cc2ccccc2)C(=O)N1,-8%[2.29 µM],.,-3%,-6%,-20%,-8,1,-3%,0%
CCOC(=O)c1c(/N=C/C2C(=O)NC(=S)NC2=O)sc2c1CCC2,-4%[57.1 µM],-0.6%,-1%,-12%,?,4,6,0%,?
Cc1ccc(NC(=O)N2CC2)cc1NC(=O)N1CC1,8%[57.1 µM],.,3%,-5%,?,0,11,9%,-2%
CN1C(=O)C(=Cc2cccnc2)C(=O)N(C)C1=O,7%,-1.3%,-1%,-18%,0%,-3,-12,3%,2%
C=CCn1c(O)c(/C=C2\C=Nc3ccccc32)c(=O)[nH]c1=O,-10%,0.3%,2%,-21%,-7%,-19,-4,1%,-8%
COc1ccc(CN2CCNCC2)c(OC)c1OC,9%&1%,1.2%&-1.6%,-5%&-4%&-3%,-23%&-25%,-7%&-2%,0&0&-5,3&-5,-9%&5%,1%&2%
COc1ccc(C2C3C=CC(C3)C2C(=O)O)cc1 (configuration not stated),.,.,2%,-1%,-4%,-1,-8,0%,0%
CC1CC=CCC12C(=O)NC(=S)NC2=O (configuration not stated),-12%,.,-2%,-19%,-10%,-5,-10,2%,1%
COc1ccc(-n2c(O)c(/C(C)=N/Nc3ccccc3)c(=O)[nH]c2=O)cc1,3%,9.5%,2%,-40%,-6%,0,-2,0%,-5%
O=c1[nH]c2ccccc2n1C1CCN(C(CCc2ccccc2)c2nnnn2C2CCCC2)CC1 (configuration not stated),.,.,-7%,.,.,2,-8,.,-16%
CCN1CCN(S(=O)(=O)c2ccc(Cl)nc2)CC1,7%,0.6%,-1%,-2%,4%,6,2,7%,-1%
O=C(CCn1c(=O)oc2ccccc21)N1CCC2(CC1)OCCO2,-10%,2.9%,4%,1%,0%,2,-8,-2%,1%
O=C(C(=O)N1CCOCC1)c1cn(Cc2ccc(F)cc2)c2ccccc12,0%,0.0%,-5%,-20%,-5%,-2,-1,0%,-1%
O=S(=O)(c1ccc(Cl)cc1Cl)N1CCCC1c1cccnc1 (configuration not stated),10%[57.1 µM],4.1%,0%,-14%,3%,2,-1,-3%,0%
O=C(CCN1CC1)OCCOC(=O)CCN1CC1,5%[57.1 µM],.,-5%,-2%,6%,2,-10,-2%,3%
Cc1ccccc1CN1CCN(C(=O)Cc2ccccc2)CC1,-6%[57.1 µM],1.7%,-1%,-14%,0%,0,?,-2%,1%
CC(C)(C)c1ccc(CSc2cnn(C(C)(C)C)c(=O)c2Cl)cc1,1%,2.6%,0%,-8%,-3%,1,-9,-4%,1%
CC(C)C1C(C#N)=C(N)Oc2c1c(=O)oc1ccccc21 (configuration not stated),.,.,-4%,-15%,4%,7,1,11%,2%
COc1cccc(N2C(=O)NC(=O)/C(=C/c3ccc4c(c3)Cc3ccccc3-4)C2=O)c1,14%,0.6%,0%,-1%,-3%,-18,-24,-5%,1%
c1ccc(C(c2ccccc2)c2cccnc2)cc1,9%[57.1 µM],.,-2%,-11%,-2%,0,-1,5%,-9%
CCCCCn1c(=O)c(C(=O)NCCc2ccccc2)c(O)c2ccccc21,10%,-3.3%,-2%,-24%,6%,1,-4,8%,1%
CCN1C(=O)CC(c2cccnc2)=Nc2ccccc21,-9%,-1.4%,-1%,-12%,2%,2,-6,-4%,0%
